Bioassay records: PubChem BioAssay, National Center for Advancing Translational Sciences (NCATS)
FUS yeast rescue – FUS proteinopathy suppression in yeast. S. cerevisiae FUS-expressing, growth rescue, OD600, 24 h. Potency, µM (titrated, usually from 76.6 µM), for inactives: at the highest dose growth rescue (activation), actives largely listed as activators. hit rate 0.24% among 390,000. AID 1347120;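 also: plate controls were DMSO vehicle for no effect and reference control for full effect; nearly all actives have a fitted effect of over 55% in size; some results filed as inactive show a strong effect at the top dose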
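Toxicity suppression screen in FUS-yeast. Cells induced with 2% galactose, starting OD 0.005, treated 24hr at 30C with compounds at multiple final concentrations; growth by OD600.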
aSyn yeast inh – rescues yeast growth from alpha-synuclein toxicity; Yeast expressing alpha-synuclein, growth rescue, BacTiter-Glo, 24 h; Potency, µM (top dose mostly 46.1 µM), inactives show at the highest dose growth rescue (activation), most hits filed as activators; hit rate 0.14% among 370,000; AID 652106; also: % of control where 0% means no effect; nearly all actives have a fitted effect of over 65% in size
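Screening used galactose-induced yeast with toxic alpha-synuclein levels, exposed to compound for 24 hr at 30 deg C. Cell growth, read with BacTiter-Glo luminescence, gave the measured signal.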
PTHR1 agonist – agonists of human PTHR1 parathyroid hormone receptor; Q03431; hit rate 0.075% among 410,000; AID 743266; HEK293 GP2 PTHR1 cells, GloSensor cAMP luminescence, 1 h; Potency, µM (doses to about 115 µM), for the others: at the highest dose activation, actives largely listed as activators; also: nearly all actives have a fitted effect of over 55% in size; some results filed as inactive show a strong effect at the top dose; inactives centre near -15; many of its hits are not listed in these tables
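HEK-293-derived GP2 cells expressing PTHR1 and a GloSensor cAMP reporter, 3,000/well, plated overnight, given luciferin plus IBMX (each 0.5 mM as added) for 1 h at 37 °C, then compound for 1 h at 37 °C. Luminescence was read after 15 min at room temperature.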
EPAC2 antagonist – EPAC2 (human) antagonism; hit rate 0.18% among 360,000; EPAC2 GEF exchange of Rap1B-BODIPY-GDP, fluorescence; Q8WZA2; Potency, µM (doses to about 114 µM), without a hit: top-dose activity, negative = inhibition, hits mostly inhibitors; also: % is scaled to controls: 0 for no effect and ±100 for the full control effect; nearly all actives have a fitted effect of over 45% in size; many of its hits are not listed in these tables
EPAC1 agonist – agonists of human EPAC1; O95398; EPAC1 agonist qHTS, biochemical assay; response scale: 100% = response to 6.5 mM cAMP; Potency, µM (highest dose often 154 µM), for the others: at the top dose activation, most hits filed as activators; hit rate 0.073% among 360,000; also: nearly all actives have a fitted effect of over 60% in size
Target sequence (O95398 whole entry, looked up): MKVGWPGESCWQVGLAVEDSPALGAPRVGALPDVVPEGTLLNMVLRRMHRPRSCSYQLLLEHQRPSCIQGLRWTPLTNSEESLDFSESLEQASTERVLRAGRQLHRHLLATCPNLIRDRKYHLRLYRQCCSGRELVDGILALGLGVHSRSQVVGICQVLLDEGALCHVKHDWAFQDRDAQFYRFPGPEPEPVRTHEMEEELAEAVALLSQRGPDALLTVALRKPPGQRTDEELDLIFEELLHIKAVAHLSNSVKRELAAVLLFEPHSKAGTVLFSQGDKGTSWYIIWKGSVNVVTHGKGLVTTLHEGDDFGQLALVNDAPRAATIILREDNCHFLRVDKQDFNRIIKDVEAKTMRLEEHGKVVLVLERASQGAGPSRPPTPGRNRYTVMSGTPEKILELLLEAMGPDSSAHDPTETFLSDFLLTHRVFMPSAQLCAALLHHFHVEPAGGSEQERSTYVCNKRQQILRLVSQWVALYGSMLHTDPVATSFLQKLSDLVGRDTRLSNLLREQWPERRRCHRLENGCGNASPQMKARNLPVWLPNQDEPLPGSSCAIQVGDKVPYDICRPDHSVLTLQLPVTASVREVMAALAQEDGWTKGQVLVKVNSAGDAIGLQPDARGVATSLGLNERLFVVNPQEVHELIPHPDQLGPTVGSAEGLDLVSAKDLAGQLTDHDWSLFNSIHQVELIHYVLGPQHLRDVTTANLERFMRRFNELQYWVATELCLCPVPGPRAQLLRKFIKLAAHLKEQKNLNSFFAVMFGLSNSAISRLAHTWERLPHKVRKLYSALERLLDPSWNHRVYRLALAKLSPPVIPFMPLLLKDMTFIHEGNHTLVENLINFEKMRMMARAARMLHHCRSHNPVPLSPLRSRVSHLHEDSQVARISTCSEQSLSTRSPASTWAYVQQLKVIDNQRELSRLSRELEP
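Read-out is the fluorescence drop as BODIPY-GDP leaves Rap1B (480 nm excitation, 540 nm emission), recorded every 5 minutes over 30 minutes. Reactions held 100 nM EPAC1, 250 nM Rap1B–BODIPY-GDP and 50 uM GDP, with 6.5 mM cAMP setting full activation.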
TDP43 rescue – rescues yeast growth from TDP-43 toxicity. hit rate 1.8% among 410,000. AID 652104. Potency, µM (highest dose often 46.1 µM), inactives show at the top dose growth rescue (activation), most hits filed as activators. TDP-43 expressing yeast growth rescue, BacTiter-Glo, 24 h; also: % of control where 0% means no effect; nearly all actives have a fitted effect of over 50% in size
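Cell-based yeast growth screen: TDP-43 expression induced in galactose, inoculum OD600=0.02 after raffinose pregrowth to mid-log. Read-out BacTiter-Glo luminescence at 24 hr, 30 deg C; inhibition of toxicity seen as signal increase.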
EPAC1 antagonist – EPAC1 (human) antagonism; O95398; EPAC1 GEF assay, Rap1b-BODIPY-GDP exchange fluorescence; Potency, µM (top dose mostly 115 µM), for inactives: at the highest dose activity change, negative = inhibition, usual class: inhibitors; hit rate 0.14% among 360,000; AID 720709;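 also: plate controls were vehicle for no effect and positive control for full effect; nearly all actives have a fitted effect of over 50% in size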
EPAC2 ag – agonists of human EPAC2 (RAPGEF4); Potency, µM (series often up to 154 µM), for inactives: at the top dose activation, usual class: activators; Q8WZA2; hit rate 0.079% among 360,000; EPAC2 activation, biochemical qHTS; response scale: 100% = 6.5 mM cAMP response; also: nearly all actives have a fitted effect of over 50% in size
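Nucleotide exchange monitored as fluorescence drop when BODIPY-GDP leaves Rap1B. Reaction: 100 nM EPAC2, 250 nM RAP1B-BODIPY-GDP, 50 uM GDP, room temperature, kinetic read over 30 min. Activity expressed relative to 6.5 mM cAMP.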
Numbers without * were called inactive; i = inactive; ? = inconclusive; . = no result given; & = joins results of further samples; [ ] = another dose, or the depositor's remark. Calls follow the shape of the dose curve; as a rule, active = well fitted curve in the direction sought with a large enough effect; inconclusive = small, poorly fitted or top-dose-only effect, or another doubt; inactive = no such curve, though single readings can be large; an effect the other way counts as inactive or inconclusive. Potency is read from the fitted curve at half-maximal effect. Only part of the results is shown; the hit share may differ from the screen's.

A first look:
SMILES	FUS yeast rescue	aSyn yeast inh	PTHR1 agonist	EPAC2 antagonist	EPAC1 agonist	TDP43 rescue	EPAC1 antagonist	EPAC2 ag
Cc1ccc(NC(=O)CSc2nnc(C)c(=O)n2N)cc1Cl	27%	0%	-46%[inhibitor]	0%	5%	-12%	-10%	23%
CCCCOC(=O)CN1C(=O)c2ccc(C(=O)OCCCC)cc2C1=O	2%	-12%	i	0%	-6%	-5%	-17%	12%

Main list, repeating the preview:
SMILES	FUS yeast rescue	aSyn yeast inh	PTHR1 agonist	EPAC2 antagonist	EPAC1 agonist	TDP43 rescue	EPAC1 antagonist	EPAC2 ag
Cc1ccc(NC(=O)CSc2nnc(C)c(=O)n2N)cc1Cl	27%	0%	-46%[inhibitor]	0%	5%	-12%	-10%	23%
CCCCOC(=O)CN1C(=O)c2ccc(C(=O)OCCCC)cc2C1=O	2%	-12%	i	0%	-6%	-5%	-17%	12%
CC(Oc1ccccc1)C(=O)Nc1c2c(nn1-c1ccccc1)CS(=O)C2 (centres undefined)	.	-2%	5%	-1%	-2%	-6%	-13%	8%
COc1ccc(C2C(=O)c3ccccc3C2=O)cc1OC	23%	-2%	-17%	4%	-4%	-17%	-1%	3%
O=C(NCc1ccco1)c1scc2c1OCCO2	6%	2%	-5%	7%	13%	-8%	-24%	-10%
COC1CCN(C(=O)CC2C(=O)NCCN2CC(C)(C)C)CC1 (centres undefined)	11%	3%	i	7%	-5%	22%	-3%	8%
CCOc1ccc(NC(=O)c2cccc(S(=O)(=O)Nc3c(C)n(C)n(-c4ccccc4)c3=O)c2)cc1	13%	9%[1.84 µM]	-14%	1%	0%	5%	0%	-5%
CC(C)[C@H](NC(=O)c1ccccc1F)C(=O)Nc1cccc(S(=O)(=O)N2CCOCC2)c1	17%	-11%	-41%[inhibitor]	0%	-12%	10%	-3%	-6%
NC(=O)/C=C\C(=O)Nc1cccc(C(F)(F)F)c1	4%	-88%[inhibitor]	17%	-7%	8%	8%	-2%	12%
COC(=O)C[C@H]1C[C@@H]2c3cc(N(C)C)ccc3O[C@@H]2[C@H](CO)O1	-13%	-2%	-13%	6%	0%	0%	5%	-2%
Cc1cccc(NC(=O)C2C3CCC4C(CCC32)C4(Cl)Cl)c1 (centres undefined)	.	3%	-21%	0%	-4%	4%	5%	0%
COc1ccc(C2C(C(C)=O)=C(C)N=c3s/c(=C\c4ccco4)c(=O)n32)c(OC)c1 (centres undefined)	?	.	i	-8%	5%	?	-24%	29%
O=C(NCc1nc2ccccc2[nH]1)c1ccc(S(=O)(=O)N2CCCC2)cc1	3%	-8%	i	-4%	0%	4%[9.22 µM]	-7%	-9%
CCOC(=O)N1CCC(n2c(=S)[nH]c3cc(OCC)c(OCC)cc3c2=O)CC1	24%	3%	i	4%	-6%	-22%	23%	-11%
Cc1ccc(-c2noc(C3CCN(S(=O)(=O)c4ccc5c(c4)OCCO5)CC3)n2)o1	3%	2%	-31%[inhibitor]	-2%	17%	-10%	-16%	20%
CCc1cccc(OCCOCCN2CCCC2)c1	-18%	-4%	-2%[57.5 µM]	7%	-3%	-5%	21%	2%
O=C(NCCO)c1cccc2c1-c1ccccc1C2=O	-1%	-5%	i	10%	5%	-20%	13%	-1%
CCNC(=O)C(=O)NCc1ccncc1	-20%	3%	-14%	1%	4%	9%	3%	7%
CCCN(CCC)Cc1c(C(=O)N/N=C/c2ccc(C)o2)nnn1-c1nonc1N	-8%	0%	i	2%	-3%	8%	-1%	-5%
COc1ccc2cc(CN(CCO)C(=O)c3ccc(Br)cc3)c(=O)[nH]c2c1	.	3%	-26%	2%	-4%	19%	-12%	7%
COc1ccc(CC(=O)OC(C)C(=O)Nc2ccc(S(N)(=O)=O)cc2)cc1 (centres undefined)	5%	-3%	-4%	2%	4%	-17%	-18%	0%
CCOC(=O)C1CCCN(C(=O)CN2C(=O)NC(C)(c3ccc4ccccc4c3)C2=O)C1 (centres undefined)	39%	0%	18%	22%	3%	0%	16%	5%
c1ccc2c(-c3ccc4nncn4c3)cncc2c1	-18%	2%	-17%	-2%	10%	19%	-10%	2%
O=C(N1CCCCC1)N1CCN(C(=O)N(c2ccccc2)c2ccccc2)CC1	13%	3%	-4%[57.5 µM]	4%	-2%	-6%	2%	2%
CCN(CC)c1ccc(NC(=O)CN2CCN(CC(=O)Nc3ccc(F)cc3)CC2)cc1	-1%	-7%	i	8%	-3%	-10%	4%	-5%
NC(=O)C1=C[C@@H](c2ccc(Br)cc2)C[C@@H](OCc2ccc(CO)cc2)O1	16%	-1%	-96%[inhibitor]	-15%	-8%	20%	-1%	3%
CC(=O)NC(Cc1ccccc1)C(=O)OCC(=O)c1ccc(F)cc1 (centres undefined)	-7%	2%	i	11%	-2%	10%	6%	3%
Cc1noc(C)c1C(=O)OC(C(=O)NC1CCCC1)c1ccc(F)cc1 (centres undefined)	-10%	-8%	-23%	10%	-11%	-1%	7%	5%
O=C(O)c1[nH]c2ccccc2c1-c1ccccc1	10%	1%	-7%	-3%	4%	9%	2%	-5%
Cn1c(=O)c2c(nc(CN3CCc4ccccc4C3)n2Cc2ccc(Cl)cc2)n(C)c1=O	-6%	1%	-23%	-2%	8%	-3%	-9%	10%
Cc1ccc(NC(=O)CN2C(=O)c3ccccc3C2=O)c(C)c1	12%	0%	i	3%	8%	.	-23%	2%
O=C(NNc1ccccn1)C(c1ccccc1)c1ccccc1	23%	-3%	i	-6%	6%	0%	3%	30%
COC(=O)c1ccc(C)c(NC(=O)CSc2nnc3ccccn23)c1	-11%	-10%	i	5%	17%	6%	-27%	10%
O=C1Nc2cc(C(=O)N3CCN(c4ccc(F)cc4)CC3)ccc2NC1CSCc1cccc(F)c1 (centres undefined)	34%	-1%	-19%	-14%	-9%	-6%	-14%	-7%
O=C(COc1cccc(Oc2ccccc2)c1)Nc1ccc(SC(F)F)cc1	-5%	4%	-33%[inhibitor]	-5%	15%	-4%	0%	19%
Cn1cnc([N+](=O)[O-])c1Sc1nc(N)nc2c1ncn2C1OC(CO)C(O)C1O (centres undefined)	.	-7%	i	1%	-9%	12%	-1%	3%
CCCc1ccc(NC(=O)C2CCCN(c3cnccn3)C2)cc1 (centres undefined)	-14%&-5%	?	-11%	15%	1%	32µM*	-10%	-3%
Cc1nc2c(C(=O)N3CCCCC3)cnn2c(C)c1Cc1ccccc1F	26%	-6%	i	7%	-4%	-8%	11%	-10%
CCc1ccccc1NC(=O)CSC1=C(C#N)C(c2ccc3c(c2)OCO3)C2=C(CCCC2=O)N1 (centres undefined)	?	17%	-9%[57.5 µM]	3%	2%	-14%	-3%	11%
COc1ccc(CN2CC(C(=O)NCCCN3CCN(Cc4ccccc4)CC3)CC2=O)cc1 (centres undefined)	9%	-1%	i	-2%	-4%	23%	10%	-5%
COc1ccc(CN(Cc2cc3cccc(C)c3n3nnnc23)C(=O)N2CCOCC2)cc1	-20%	-4%	-9%	-16%	6%	5%	-14%	4%
Cn1c(=O)[nH]c(=O)c2c1nc(Sc1ncccn1)n2CCCc1ccccc1	-11%	2%	-21%	-5%	4%	-6%	1%	6%
O=C(Nc1nnc(C2CC2)s1)C1CC(=O)N(c2ccc3c(c2)OCCO3)C1 (centres undefined)	.	-4%	i	7%	-7%	21%	-9%	-1%
CN(C)CC(=O)c1c(N)n(Cc2ccccc2)c(=O)n(C)c1=O	-6%	-19%	-24%	-3%	12%	2%	-15%	-3%
CCN(CC)S(=O)(=O)c1ccc(-c2nnc3sc4cccc(C)c4n23)cc1	7%	-4%	-5%	-23%	4%	0%	-19%	-4%

Only TDP43 rescue and aSyn yeast inh, for some of the entries so far:
smiles | TDP43 rescue | aSyn yeast inh
CCc1ccccc1NC(=O)CSC1=C(C#N)C(c2ccc3c(c2)OCO3)C2=C(CCCC2=O)N1 (centres undefined) | -14% | 17%
COc1ccc(CN2CC(C(=O)NCCCN3CCN(Cc4ccccc4)CC3)CC2=O)cc1 (centres undefined) | 23% | -1%

Other results:
SMILES	FUS yeast rescue	aSyn yeast inh	PTHR1 agonist	EPAC2 antagonist	EPAC1 agonist	TDP43 rescue	EPAC1 antagonist	EPAC2 ag
COc1ccc(C2CC(c3cccc(C)c3)n3nc(N)nc3N2)cc1 (centres undefined)	2%	1%	i	?	-17%	0%	-4%	9%
N#Cc1c(-c2ccco2)cc(-c2ccccc2)[nH]c1=O	17%	0%	12%	0%	3%	11%	5%	2%
CCSc1nc(-c2ccco2)ccc1C#N	?	0%	-13%	-6%	-2%	20%	-28%	4%
CCOC(=O)Cc1csc(NC(=O)c2cnc3scc(C)n3c2=O)n1	15%	-3%	i	0%	4%	24%	9%	3%
CC(OC(=O)C1=COCCO1)C(=O)Nc1ccccc1C#N (centres undefined)	-14%	-1%	i	-2%	2%	-15%	-8%	5%
CC1CCCCN1C(=O)CSc1nnc(-c2ccco2)n1C (centres undefined)	4%	-1%	i	3%	0%	8%	?	0%
CCOC(=O)CCCNC(=O)c1cncc(O)c1	28%	-8%	i	-3%	13%	3%	-11%	5%
C=CCNc1nc(N)c([N+](=O)[O-])c(N2CCCCCC2)n1	8%	-9%	-13%	-5%	2%	18%	-6%	7%
O=C(Nc1ccc2nccnc2c1)c1cnccn1	9%	2%	i	1%	0%	14%	8%	3%
CCOC(=O)N1CCN(C(=O)CCS(=O)(=O)c2ccc3c(c2)CCN3C(=O)CC)CC1	6%	-5%	i	-4%	-22%	-15%	-18%	-3%
CSc1ccc(/C=N/n2nnnc2N)cc1	18%	-7%	-3%[57.5 µM]	12%	-5%	21%	7%	5%
O=C(O)C1CC=CCC1C(=O)Nc1cccnc1 (centres undefined)	12%	-3%	-16%	2%	12%	-17%	5%	3%
Cc1ccc(O)c(C(=O)CC(=O)c2ccc(Cl)cc2)c1	8%	?	i	-3%	0%	22%	?	24%
Cc1sc2ncn(CC(=O)NCCCC(=O)N3CCN(c4ccccc4F)CC3)c(=O)c2c1C	23%	1%	-13%	-5%	3%	4%	-8%	10%
COc1ccc(NC(=O)CN(c2cc(C)cc(C)c2)S(=O)(=O)c2c(C)noc2C)cc1OC	-15%	4%	i	-14%	-16%	0%	-10%	8%
OC(c1ccccn1)C1CCN(Cc2nc(C(c3ccccc3)c3ccccc3)no2)CC1 (centres undefined)	5%	-2%	-4%	-10%	-5%	-20%	-19%	13%
Cc1cccc(C)c1NC(=O)COC(=O)CCc1c[nH]c2ccccc12	-15%	2%	i	-5%	5%	8%	-28%	16%
